# Bioassay records deposited in PubChem by Broad Institute.
# dFosB activator – mouse delta FosB homodimer activation; purified delta FosB, TAMRA-CDK5 oligo fluorescence polarization; percent of positive-control signal above neutral wells; activation, % at 25 µM; hit rate 0.99% among 340,000; AID 493131;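 active = mean activation above about 17%, with every replicate also reaching it, limit read from the data, passing the limit was not always enough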;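 also: fluorescence polarization rise as delta FosB binds a TAMRA Cdk5 AP-1 oligo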
# Rtt109 HAT inh – blocks Candida albicans Rtt109/Vps75 acetyltransferase activity | Q5AAJ8 | purified Rtt109/Vps75, ThioGlo CoA-SH fluorescence, 4 h | inhibition, % at 34.9 µM | hit rate 0.16% among 330,000;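 active = inhibition of at least 50% in every replicate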
# CAL PDZ FP-1 – human CAL PDZ-peptide interaction inhibition | hit rate 0.02% among 330,000 | AID 504414 | Q9HD26 | purified CAL PDZ, TMR-peptide fluorescence polarization, 1 h | inhibition, % at 20 µM;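 active = highest replicate inhibition of at least 40%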;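 also: plate controls were DMSO neutral control wells for no effect and unlabeled competitor peptide control wells for full effect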
#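 Test system: tagged CAL PDZ domain / Buffer or medium: sodium phosphate/NaCl buffer pH 7.4 with TCEP, IgG, Thesit / Reagent: TMR-labelled reporter peptide T*-PRC34 bound in PDZ groove / Compound dosing: single point, 20 µM / Schedule: 1 h incubation at room temperature before polarization reading / Technique: fluorescence polarization (mP) / Benchmarks: unlabelled peptide, DMSO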
# MITF TRPM1 HTS – activators of MITF-driven TRPM1 promoter activity in SK-MEL-5 cells | SK-MEL-5 TRPM1-promoter luciferase, 24 h; % of positive control, neutral wells = 0 | activation, % at 12.5 µM | hit rate 0.75% among 300,000;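 active = mean activation of at least 80% with every replicate also reaching 80%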;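 also: 0% = neutral control wells and 100% = parthenolide positive control wells; values of inactives mirror those of a sister screen read the other way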
# NSD2 HMT inh – inhibitors of human histone methyltransferase NSD2 | hit rate 0.54% among 310,000 | O96028 | NSD2 peptide methylation, AlphaScreen, 120 min | inhibition, % at 12.5 µM; in the data active = inhibition above about 50%
# Target sequence (O96028 whole entry, looked up): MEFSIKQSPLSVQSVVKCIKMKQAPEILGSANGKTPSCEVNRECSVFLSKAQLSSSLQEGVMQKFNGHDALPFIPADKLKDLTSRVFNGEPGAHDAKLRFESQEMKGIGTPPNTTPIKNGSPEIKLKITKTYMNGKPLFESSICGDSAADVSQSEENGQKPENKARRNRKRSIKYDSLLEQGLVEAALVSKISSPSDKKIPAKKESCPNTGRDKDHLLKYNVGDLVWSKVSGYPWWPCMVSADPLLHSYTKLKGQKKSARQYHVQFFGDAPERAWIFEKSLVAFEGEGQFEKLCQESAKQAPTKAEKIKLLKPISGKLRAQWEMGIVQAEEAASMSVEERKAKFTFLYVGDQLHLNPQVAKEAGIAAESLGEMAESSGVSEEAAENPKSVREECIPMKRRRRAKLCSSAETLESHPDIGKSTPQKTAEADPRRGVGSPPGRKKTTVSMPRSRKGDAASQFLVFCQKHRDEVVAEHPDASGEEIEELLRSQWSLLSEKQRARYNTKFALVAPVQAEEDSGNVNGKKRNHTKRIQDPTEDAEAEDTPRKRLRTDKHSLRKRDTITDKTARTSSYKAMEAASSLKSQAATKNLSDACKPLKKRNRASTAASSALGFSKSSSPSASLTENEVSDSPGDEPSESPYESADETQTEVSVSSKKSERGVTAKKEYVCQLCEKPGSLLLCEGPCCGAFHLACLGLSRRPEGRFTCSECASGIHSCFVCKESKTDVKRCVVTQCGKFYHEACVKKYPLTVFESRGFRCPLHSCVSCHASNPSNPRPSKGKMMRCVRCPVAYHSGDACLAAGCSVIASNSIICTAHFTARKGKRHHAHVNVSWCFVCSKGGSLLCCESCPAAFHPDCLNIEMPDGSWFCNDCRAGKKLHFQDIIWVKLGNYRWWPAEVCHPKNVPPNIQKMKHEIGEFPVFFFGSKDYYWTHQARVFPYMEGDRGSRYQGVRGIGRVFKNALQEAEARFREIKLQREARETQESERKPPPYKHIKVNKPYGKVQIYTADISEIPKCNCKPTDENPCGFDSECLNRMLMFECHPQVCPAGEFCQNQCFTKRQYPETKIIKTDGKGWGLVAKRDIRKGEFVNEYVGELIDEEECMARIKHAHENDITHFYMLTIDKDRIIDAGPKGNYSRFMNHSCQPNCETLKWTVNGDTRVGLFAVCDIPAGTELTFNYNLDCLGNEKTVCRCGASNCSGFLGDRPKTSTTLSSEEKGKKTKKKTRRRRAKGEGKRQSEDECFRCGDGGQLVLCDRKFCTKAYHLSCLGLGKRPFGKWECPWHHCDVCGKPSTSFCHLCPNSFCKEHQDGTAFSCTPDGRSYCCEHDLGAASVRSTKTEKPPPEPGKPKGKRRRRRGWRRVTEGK
# SR-BI DiI inh – inhibitors of mouse SR-BI mediated HDL lipid uptake | ldlA[mSR-BI] CHO cells, DiI-HDL uptake fluorescence, 3 h | inhibition, % at 12.5 µM | hit rate 0.96% among 320,000;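 active = mean replicate inhibition of at least 70% and a set share of replicates each scoring 70 or more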;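 also: 0% = median of neutral control wells and 100% = median of positive control wells; values of inactives mirror those of a sister screen read the other way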
# SR-BI uptake up – enhances SR-BI lipid uptake from DiI-HDL; CHO ldlA[mSR-BI] cells, DiI-HDL uptake fluorescence, 3 h; 100 = double the neutral-control signal; AID 504775; hit rate 0.096% among 320,000; activation, % at 12.5 µM;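 active = mean replicate activation of at least 60% and every replicate at or above 60%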;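 also: 0% = median plate neutral-control signal and 100% = twice that signal; values of inactives mirror those of a sister screen read the other way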
#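 System: CHO ldlA[mSR-BI] cells / Medium: HEPES-buffered (25 mM, pH 7.4) F12 plus 0.5% BSA / Probe or stimulus: labelled HDL, 10 µg/mL / Doses: single compound concentration, delivered by pin transfer / Schedule: 3 h, 37 °C / Measured by: DiI fluorescence, bottom read / Measure: cell-associated DiI fluorescence as measure of HDL uptake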
# PvdQ inh – blocks Pseudomonas aeruginosa PvdQ acylase activity. hit rate 0.063% among 340,000. AID 488965. inhibition, % at 10 µM. purified PvdQ acylase, fluorescence plate reader; in the data active = inhibition above about 30%, passing the limit was not always enough;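 also: 0% = vehicle neutral wells and 100% = reference inhibitor wells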
# PfHsp90 set2 – inhibits growth of yeast expressing Plasmodium falciparum Hsp90; S. cerevisiae expressing PfHsp90, BacTiter-Glo ATP, 48 h; yeast lacking PDR1 and PDR3 efflux regulators; inhibition, % at 9.4 µM; hit rate 0.32% among 310,000;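 active = every replicate shows inhibition above about 80%, whatever the replicate mean, limit read from the data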;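 also: 0% = DMSO neutral controls and 100% = 20 µM radicicol positive controls; yeast relying on Plasmodium falciparum Hsp90 in place of its own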
# CAL PDZ FP-2 – blocks peptide binding to the human CAL PDZ domain; hit rate 0.92% among 300,000; Q9HD26; AID 602252; inhibition, % at 24.9 µM; purified CAL PDZ, TMR-peptide fluorescence polarization, 1 h;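 active = mean inhibition of at least 30% with at least half of replicates also reaching 30%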;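 also: 0% = DMSO neutral control and 100% = excess unlabeled competitor peptide PRC23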
# * marks the source's active call; other numbers are inactive results; . = not tested or not shown.
SMILES,dFosB activator,Rtt109 HAT inh,CAL PDZ FP-1,MITF TRPM1 HTS,NSD2 HMT inh,SR-BI DiI inh,SR-BI uptake up,PvdQ inh,PfHsp90 set2,CAL PDZ FP-2
NS(=O)(=O)c1ccc(NC(=O)COc2ccc(S(=O)(=O)N3CCCC3)cc2)cc1,-4,-2,-0.4,4,-2,-6,6,-6,-2,-2
CCOc1ccccc1CNC(c1ccccc1)c1ccccc1,-7,-10,1.0,.,-14,45,-45,8,-1,-1
COC(=O)Cc1ccc(NC(=S)N2CCN(c3cc(Cl)ccc3C)CC2)cc1,4,3,-0.4,-11,0,41,-41,-2,5,0
COc1cccc(-c2cc(C(F)(F)F)n3ncc(C(=O)O)c3n2)c1,3,-10,-0.6,-3,-1,8,-8,-11,5,0
Cc1cc([N+](=O)[O-])nn1Cc1noc(C(=O)NCCCn2ccnc2)n1,-4,5,-2.3,-3,-13,.,.,-11,29,-3
Cn1cc(C(=O)Nc2ccc(F)c(Cl)c2)cn1,-3,-5,-1.9,6,0,-10,10,-14,-5,-13
CCCOC(=O)NC(CC)COC(=O)Nc1cccc(C)c1C (stereo unspecified),-13,6,-0.7,13,-6,17,-17,-9,-13,2
O=C(COc1ncnc2sccc12)N1CCN(C(=O)c2ccco2)CC1,0,-7,-1.0,-4,0,-5,5,-6,12,5
CCC(=O)NCCc1nc2cc(NC(=O)c3ccc(Cl)cc3)ccc2n1C,1,12,-1.8,123*,-4,19,-19,16,-1,-1
N/C(=N\OC(=O)c1cccc(F)c1)c1cccc([N+](=O)[O-])c1,0,-5,0.1,.,1,-7,7,-1,-9,1
Cc1oc2ccc(OCC(N)=O)cc2c1C(=O)OC(C)C,-14,.,-4.2,.,2,16,-16,5,-2,-4
COC(=O)[C@H](Cc1ccc(O)cc1)NC(=O)Cn1cnc2c(SC)nc(N)nc21,-9,-2,1.0,7,.,-7,7,23,11,-3
COc1ccc(F)c(CN2CCC(n3nccc3NC(=O)CCCc3ccccc3)CC2)c1,-12,-10,-1.4,-3,3,-2,2,-13,-22,-1
O=C(CSc1nnc(Cc2ccccc2)o1)c1ccc2c(c1)OCO2,-8,-2,-1.7,-1,-2,24,-24,-15,-8,-3
CC(C(=O)NCC1CCCCC1)N(C)CC(=O)Nc1ccc(N2CCOCC2)cc1 (stereo unspecified),-10,-3,-0.3,1,-1,2,-2,-15,-18,0
Cn1cnnc1SCc1ccc(F)c2ccccc12,-3,-6,-2.7,33,-2,2,-2,-14,12,-2
Fc1ccc(-c2csc(N3CCC(c4ccccc4)C3)n2)cc1 (stereo unspecified),-10,0,-0.2,64,1,-9,9,-9,-9,1
COc1ccc(-c2noc3c2-c2nc(-c4c(F)cccc4F)sc2CC3)cc1,-2,0,0.3,10,.,33,-33,10,-11,0
Cn1c(=O)c2c(nc3n2CC(O)CN3c2ccccc2)n(C)c1=O (stereo unspecified),-1,-7,-0.6,-2,-1,-22,22,4,-2,-2
Cc1ccc2nc3c(c(C(=O)OCC(=O)N(C)C4CCS(=O)(=O)C4)c2c1)CCCC3 (stereo unspecified),-13,-20,-0.5,-4,-1,74*,-74,-12,7,-6
COc1ccc(NC(=O)N(C)C[C@@H]2Oc3ccc(NC(=O)NC(C)C)cc3CC(=O)N([C@H](C)CO)C[C@@H]2C)cc1,4,3,0.4,1,.,-16,16,-13,-19,2
COC(=O)NC(NC(=S)Nc1ccc([N+](=O)[O-])cc1)C(Cl)(Cl)Cl (stereo unspecified),-7,3,-1.9,-8,5,30,-30,5,-8,-5
Cc1cc(C)c(S(=O)(=O)NCCc2ccccc2)c(C)c1,-11,-3,1.3,11,-12,-18,18,-2,-9,-1
N#CCCN1CCN(S(=O)(=O)c2ccc(S(=O)(=O)N3CCCCCC3)cc2)CC1,-10,-4,-0.1,.,.,-17,17,-17,.,.
CC(C)(C)OC(=O)NC(Cc1ccccc1)C(=O)NCCCC(=O)O (stereo unspecified),-2,-6,-0.2,2,-11,13,-13,-11,6,-7
CCOc1ccccc1NC(=S)NCC1CCCO1 (stereo unspecified),-3,5,-1.0,-5,-1,-24,24,-3,-5,0
COc1ccc(C(=O)CN(C(=O)c2ccc(Cl)cc2)N2C(=O)c3ccccc3C2=O)cc1,4,-3,-2.2,4,0,-1,1,-4,7,.
CCOC(=O)C(CC)n1cnc2c(nnn2-c2ccc(F)cc2)c1=O (stereo unspecified),5,4,-0.4,.,.,-21,21,-1,6,.
CCOc1cc(C(=S)N2CCOCC2)ccc1OS(=O)(=O)c1ccc(C)cc1,-5,2,-0.7,-3,28,-21,21,-4,-26,.
Cc1cc(NC(=O)COC(=O)CSc2nc3cc(Cl)ccc3n2Cc2ccccc2)no1,4,13,0.1,7,2,-17,17,5,-8,-8
CC12CN3CC(C)(CN(C1)C3c1ccc([N+](=O)[O-])o1)C2 (stereo unspecified),0,-3,0.6,.,-2,14,11,11,4,.
CCCn1c(NC(=O)CSCC(=O)Nc2cc(C)on2)nc2ccccc21,-3,2,-2.6,2,1,-11,11,7,1,-2
C(=N\Nc1nc(N2CCCCCC2)nc(N2CCCCCC2)n1)/c1ccccc1,-9,1,-2.3,31,4,-14,14,-5,-23,-3
Cc1csc(NC(=O)CCSCCc2ccccn2)n1,-1,3,-0.3,10,.,-20,20,-12,-3,.
CC(=O)c1c(C)oc2ccc(N(C(C)=O)S(=O)(=O)c3ccc(F)cc3C)cc12,-2,6,-0.2,-12,0,-1,1,-6,-10,-6
CC(C)N1CCc2c(sc(NC(=O)c3ccc(S(=O)(=O)N4CCCCC4C)cc3)c2C(N)=O)C1 (stereo unspecified),-5,27,-1.2,-33,-3,-8,8,-8,-4,-3
COc1ccccc1NC(=S)N1CCN(c2cccc(C)c2C)CC1,-1,-6,0.0,0,-2,-4,4,-9,-15,25
CCOc1cc(N2CCOCC2)c(OCC)cc1NC(=O)c1ccc(OCc2c(C)noc2C)c(OC)c1,-13,4,0.0,8,1,56,-56,-4,-39,-2
Cn1nc(CSc2ccccc2)c(C=O)c1Cl,-3,-5,-0.2,33,0,-6,6,-10,16,-4
CN(C(=O)CSc1ccncc1)C1CCCN(Cc2ccccc2F)C1 (stereo unspecified),-2,-3,-3.1,3,0,-30,30,-24,15,-7
c1cc2c3c(cccc3c1)NC1(CCC3(CC1)Nc1cccc4cccc(c14)N3)N2,-19,-11,0.3,10,.,-23,23,-6,9,-3
NC1=NC(=Nc2cccc(S(N)(=O)=O)c2)c2ccccc21,-2,-12,-1.0,-14,1,.,.,-13,6,-3
CCOc1ccc(NC(=S)N(CCOC)C2CCN(C(C)C)CC2)cc1,-3,-2,0.4,6,1,1,-1,-5,-12,-4
COC(=O)\C(C(C)=O)=C(/C=C/C=C/N(C)C)N(C)C,-10,7,-2.0,-9,5,-22,22,-5,-4,1
COc1ccc(CCNC(=O)C2CCN(S(=O)(=O)c3cccc4nonc34)CC2)cc1OC,-8,0,-0.8,3,0,13,-13,-7,1,-4
Cc1cc(C)n(CCNC(=O)C2CCC(=O)N(Cc3ccc(Cl)cc3)C2)n1 (stereo unspecified),-3,-1,-0.1,5,-1,-8,8,-8,-15,3
CCN(CC)CCNC(=O)Cn1c(C)cc2ccccc2c1=O,-4,-13,-1.1,-1,2,-21,21,-5,-9,0
COc1ccc(N=C2C(=Nc3ccc(OC)cc3)N(c3ccc(OC)cc3)C(=S)N2c2ccccc2)cc1,-11,2,-2.0,55,.,37,-37,1,14,-1
COc1ccc(NC(=O)c2ccc(=O)oc2)cc1,-5,-1,-1.7,-7,3,-9,9,-3,35,-2
COc1ccc(CC2(CO)CCN(Cc3ccncc3)CC2)cc1,-17,0,0.2,6,4,14,-14,-7,17,0
Nc1c(N(Cc2ccco2)C(=O)COc2ccccc2)c(=O)[nH]c(=O)n1Cc1ccccc1,-7,-1,-1.4,-12,-1,-16,16,-10,8,4
CSCCC(NC(=O)c1occc1C)C(=O)O (stereo unspecified),0,8,0.3,-4,-2,-3,3,6,-2,-1
CS(=O)(=O)Nc1ccc(C2=NN(S(C)(=O)=O)C(c3ccc4nccnc4c3)C2)cc1 (stereo unspecified),10,5,-1.6,8,7,.,.,-9,.,7
CC1CCCC(C)N1C(=O)COc1ccccc1F (stereo unspecified),-8,4,0.0,-8,-7,-29,29,-5,-23,-6
CN1CCN(NC(=O)c2cccc(Br)c2)CC1,-2,-10,-1.7,8,-2,-9,9,-14,-6,2
Cc1ccc(S(=O)(=O)N2CCN(C(=O)c3ccnn3C)CC2)cc1C,0,-15,0.2,-2,.,-23,23,5,12,-2
O=[N+]([O-])c1ccc2c(c1)nnn2-c1ccccc1,-2,6,1.0,.,2,-10,10,16,12,0
CCOC(=O)N=S(=O)(Oc1ccc([N+](=O)[O-])cc1)c1ccc(Cl)cc1 (stereo unspecified),7,2,-0.8,-5,3,-9,9,3,-2,-4
CCC(CC)c1nnc(NC(=O)CS(=O)(=O)c2ccccc2)s1,1,2,0.6,-11,-3,0,0,-15,-15,-3
Cc1cc(C2=NNC(=NC3CC3)SC2)c(C)n1-c1c(C)n(C)n(-c2ccccc2)c1=O,-13,21,-2.8,3,4,-23,23,-6,-19,1

# Arranged by molecular weight (descending): part of the list above
SMILES,dFosB activator,Rtt109 HAT inh,CAL PDZ FP-1,MITF TRPM1 HTS,NSD2 HMT inh,SR-BI DiI inh,SR-BI uptake up,PvdQ inh,PfHsp90 set2,CAL PDZ FP-2
CS(=O)(=O)Nc1ccc(C2=NN(S(C)(=O)=O)C(c3ccc4nccnc4c3)C2)cc1 (stereo unspecified),10,5,-1.6,8,7,.,.,-9,.,7
Cc1ccc2nc3c(c(C(=O)OCC(=O)N(C)C4CCS(=O)(=O)C4)c2c1)CCCC3 (stereo unspecified),-13,-20,-0.5,-4,-1,74*,-74,-12,7,-6
CC(C(=O)NCC1CCCCC1)N(C)CC(=O)Nc1ccc(N2CCOCC2)cc1 (stereo unspecified),-10,-3,-0.3,1,-1,2,-2,-15,-18,0
Cc1oc2ccc(OCC(N)=O)cc2c1C(=O)OC(C)C,-14,.,-4.2,.,2,16,-16,5,-2,-4

# Following part:
SMILES,dFosB activator,Rtt109 HAT inh,CAL PDZ FP-1,MITF TRPM1 HTS,NSD2 HMT inh,SR-BI DiI inh,SR-BI uptake up,PvdQ inh,PfHsp90 set2,CAL PDZ FP-2
CCc1cccc(OCCCN2C(=O)NC(C)(C)C2=O)c1,-5,-2,-1.5,20,3,-15,15,-4,-3,0
C[C@@H]1COC(=O)[C@H](CC(=O)OC(C)(C)C)C/C=C\C[C@H](CC(=O)N(CCO)Cc2ccccc2)C(=O)N1,-5,6,-1.4,3,.,-24,24,6,19,5
CC(=O)N1CCN(C(=O)COC(=O)COc2ccc(C#N)cc2)CC1,4,-9,-3.5,3,-2,-21,21,-15,41,.
Cn1c(=O)c2c(nc(CN3CCC(C(N)=O)CC3)n2Cc2c(Cl)cccc2Cl)n(C)c1=O,-2,-7,.,.,-7,-13,13,-2,.,-4
